Lipid droplet = hepatic lipid droplet formation modulation; AML12 mouse hepatocytes, oleate lipid droplets, BODIPY imaging; inhibition, % at 6.5 µM; actives 0.4% (n = 240,000); AID 1656;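 active means lipid droplet intensity inhibited by at least 50%, with more than 500 cells counted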
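Assay system: AML12 mouse liver cells | Compound dosing: One dose, 6.5 µM compound | Read-out basis: Droplet intensity reduction, % inhibition | Measured by: Fluorescence imaging, 20x objective, two fields per well | Schedule: Overnight treatment with compound plus oleate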
Lipid droplet cells 6.5 µM = also measured in Lipid droplet; calls as there; cell count; measured here: cell count, cytotoxicity flag;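 cells counted across two imaged fields per well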
Active calls of the source: *. The list is partial (hit frequency here may not be typical).

SMILES | Lipid droplet | Lipid droplet cells 6.5 µM
CCCCN(Cc1cccs1)S(=O)(=O)c1csc(C(N)=O)c1 | -2.1 | 720
COc1ccc(S(=O)(=O)N2CCN(C3CC4CCC3C4)CC2)cc1 (stereo not given) | 12.2 | 740
CCn1nc(C)cc1C(=O)N1CCCC(N2CCN(c3cccc(Cl)c3)CC2)C1 (stereo not given) | -11.2 | 653
COc1ccc(N(C(=O)c2ccncc2)S(=O)(=O)c2ccc(F)cc2)cc1 | 10.6 | 714
O=C(Cn1cc(S(=O)(=O)Cc2cccc(F)c2)c2ccccc21)N1CCOCC1 | -2.8 | 801
CCCn1c2ccc(C)cc2c2n[nH]c(=S)nc21 | -13.7 | 403
COc1ccc(Cn2c(=S)[nH]c3cc(C(=O)NCCCN4CCOCC4)ccc3c2=O)cc1 | 9.1 | 843
COc1ccccc1C(=O)NCCC(=O)NCC(C)(C)N1CCOCC1 | -0.5 | 802
CCOc1cc(/C=C(/C#N)C(=O)Nc2ccc(OC)cc2)ccc1OCc1ccc(C(=O)O)cc1 | -0.5 | 785
COc1cccc(CN2CC(C(=O)NCCOc3ccccc3F)CCC2=O)c1 (stereo not given) | 0.0 | 738
CCn1c(SCC(=O)N2CCCCC2C)nnc1-c1ccco1 (stereo not given) | 1.2 | 821
Cc1ccccc1NCc1nc2ccccc2n1C | 2.7 | 820
CC(C)OCCCNC(=O)C1CC(=O)N(CCc2ccc(F)cc2)C1 (stereo not given) | -10.2 | 758
O=C1COc2ccc(S(=O)(=O)NCc3ccccc3)cc2N1 | 21.4 | 649
Cc1cc(C)cc(C(=O)NC2CC(C)(C)NC(C)(C)C2)c1 | 10.8 | 858
Cc1c(C(=O)N2CCOCC2)sc(NC(=O)c2ccc([N+](=O)[O-])cc2)c1C#N | 1.3 | 712
Cc1cccc(C)c1OCc1cc(C(=O)N2CCNC(=O)C2)no1 | 24.7 | 746
COc1ccc(C2=NOC(C(=O)N3CCN(C(=O)c4ccco4)CC3)C2)cc1OC (stereo not given) | -9.9 | 774
Cc1ccc(C(=O)N/C(=C\c2sccc2C)C(=O)NCCCN2CCOCC2)cc1 | 1.5 | 832
COc1ccc(S(=O)(=O)N2CCCCC2)cc1NC(=O)c1cccs1 | 0.6 | 842
CCn1cnc2c1c(=O)n(CC(=O)OC(C)C(N)=O)c(=O)n2Cc1ccccc1 (stereo not given) | -2.5 | 549
N#Cc1ccc(Oc2c(Cl)cncc2Cl)cc1 | -18.7 | 404
CCOC(=O)C(C)n1cnc2scc(-c3ccc(C)cc3)c2c1=O (stereo not given) | -0.8 | 862
O=C(NCc1cccc(C(F)(F)F)c1)c1ccc2c(c1)OCO2 | -9.5 | 837
O=C(COC(=O)c1c(Cl)cccc1Cl)NCC1CCCO1 (stereo not given) | -27.7 | 656
COc1cccc2sc(N(CCCN(C)C)C(=O)c3ccc(S(=O)(=O)N4CCc5ccccc5C4)cc3)nc12 | -21.0 | 791
COc1ccc([N+](=O)[O-])cc1NS(=O)(=O)Cc1ccccc1 | 2.6 | 912
CCOC(=O)c1c(O)cc(C)cc1Nc1ccccc1 | -1.8 | 792
COc1ccccc1CNC(=O)C(C)n1nc(C)n2c(cc3occc32)c1=O (stereo not given) | -17.8 | 654
CC1(C)Cc2ccccc2-c2[nH]c(=S)[nH]c(=O)c21 | 6.7 | 809
Cc1cc(C)c(S(=O)(=O)N2CCN(C(=O)CN3C(=O)NC4(CCCC4)C3=O)CC2)c(C)c1 | -1.7 | 675
Cc1cccc(N2CC(C)Cn3c2nc2c3c(=O)[nH]c(=O)n2C)c1 (stereo not given) | -0.2 | 762
COc1ccccc1C(=O)NC1CC2CCC(C1)N2Cc1ccccc1 (stereo not given) | 21.5 | 796
CCc1ccc(C(C(=O)NCc2ccccc2)N(C(=O)c2csnn2)C2CC2)cc1 (stereo not given) | -0.1 | 836
N#CCOc1ccccc1/C=C/c1nc2ccccc2c(=O)[nH]1 | -18.5 | 816
COc1ccc(Br)cc1CN(C)CC(=O)NCCc1ccc(S(N)(=O)=O)cc1 | -12.5 | 841
CCc1ccc(NC(=O)CCc2ccc(C)o2)cc1 | -18.2 | 787
Cc1ccc(S(=O)(=O)N2CCCC2)cc1C(=O)N1CCC(C)CC1 | -0.9 | 821
COc1ccc(C(C(=O)NC2CCCC2)N(Cc2cccnc2)C(=O)Cc2cccs2)cc1OC (stereo not given) | -6.1 | 701
CC(=O)N(CCc1cccc(C)c1)Cc1cc2cc(C)ccc2[nH]c1=O | -41.3 | 765
O=C(c1ccccc1[N+](=O)[O-])N1CCCC(C(=O)N2CCCCCC2)C1 (stereo not given) | 3.5 | 864
CC(C)(C)OC(=O)N1Cc2ccccc2C[C@H]1C(=O)NC1CCCC1 | -0.6 | 798
O=C(NCCc1ccccc1F)C1CCC(=O)N(CCCN2CCCC2=O)C1 (stereo not given) | -1.9 | 835
COc1ccc(NC2CCCN(C(=O)C3(C)CCCCC3)C2)cc1 (stereo not given) | -14.8 | 684
Cc1noc(C)c1CC(=O)NC1CC(C)(C)Cc2c1cnn2-c1ccccc1 (stereo not given) | 10.7 | 668

Random excerpt: four compounds from above
SMILES | Lipid droplet | Lipid droplet cells 6.5 µM
CC(C)(C)OC(=O)N1Cc2ccccc2C[C@H]1C(=O)NC1CCCC1 | -0.6 | 798
CCc1ccc(NC(=O)CCc2ccc(C)o2)cc1 | -18.2 | 787
Cc1cccc(N2CC(C)Cn3c2nc2c3c(=O)[nH]c(=O)n2C)c1 (stereo not given) | -0.2 | 762
CCc1ccc(C(C(=O)NCc2ccccc2)N(C(=O)c2csnn2)C2CC2)cc1 (stereo not given) | -0.1 | 836

Further records:
SMILES | Lipid droplet | Lipid droplet cells 6.5 µM
O=C(CCCNC(=O)c1ccc(Cl)cc1)NCc1ccc(F)cc1 | -13.0 | 792
Cc1noc(C(=O)NCC2CCCO2)c1Cl (stereo not given) | -14.9 | 702
COC(=O)c1ccc(OC(=O)CN2C(=O)c3ccccc3C2=O)cc1 | -0.1 | 778
O=C(Oc1cccc(C(=S)N2CCOCC2)c1)c1cccc(Cl)c1 | 15.0 | 713
NS(=O)(=O)c1ccc(CCNC(=O)c2cc3ccccc3oc2=O)cc1 | 0.1 | 826
CCN(CC(=O)NCc1cccs1)C(=O)C(c1ccccc1)c1ccccc1 | -26.0 | 803
Cc1ccc(C(=O)N/C(=C\c2cn(S(=O)(=O)N(C)C)c3ccccc23)C(=O)NCCN2CCOCC2)cc1 | -43.2 | 507
Cc1ccc(C)c(N2CCN(CCCNC(=O)CCn3c(=O)c4cccn4c4cccnc43)CC2)c1 | -17.8 | 756
CC(=O)c1cccc(OCc2cc(C(=O)N(C)Cc3cnccn3)no2)c1 | -1.7 | 867
CC1Cc2cc(S(=O)(=O)N3CCC(C(=O)NCc4ccco4)CC3)ccc2N1C(=O)C1CCC1 (stereo not given) | -27.8 | 644
CCc1ccc(NC(=O)CN2CCCN(S(=O)(=O)c3ccc(F)cc3)CC2)cc1 | -17.4 | 813
O=C(O)c1ccccc1SSc1ccccc1C(=O)O | 3.1 | 799
O=C(c1cccs1)N1CCN(Cc2cn[nH]c2-c2ccc(F)cc2F)CC1 | 11.8 | 694
CCCc1nn2c(=O)cc(CSCC(=O)Nc3ccccc3OC)nc2s1 | -25.0 | 691
O=C(NCc1ccccc1)C(=O)c1cn(CC(=O)N2CCOCC2)c2ccccc12 | -13.0 | 662
O=C1NC(=O)C2(CCCc3ccccc32)N1 (stereo not given) | -0.1 | 675
C/C(=N\NC(=O)c1ccc2ccccc2c1)c1cccnc1 | 3.4 | 712
CC(=O)c1cccc(OCC(O)CN2CCN(S(=O)(=O)c3c(F)cccc3F)CC2)c1 (stereo not given) | 2.8 | 667
COc1ccc(Cc2nc3ccc(C(=O)NCc4cc(C)no4)cc3o2)cc1OC | -3.0 | 841
CCCc1nnc(NC(=O)CCC(=O)NCCc2ccc(Cl)cc2)s1 | 4.7 | 694
Cc1ccc2c(c1)CCCN2C(=O)c1cc(C)on1 | -19.5 | 674
O=C(CCNS(=O)(=O)c1ccccc1)N1CCN(c2ccccc2F)CC1 | -27.4 | 679
Cc1c(C)c2c(OCC(=O)N3CCC(O)CC3)cc3c(c2oc1=O)CCC(C)(C)O3 | 2.9 | 786
CCOC(=O)C1CCN(Cc2ccc(OC)c(OCc3ccccc3)c2)CC1 | -12.1 | 826
COc1ccccc1CNC(=O)C1CCCN(S(=O)(=O)c2cccs2)C1 (stereo not given) | -1.2 | 813
Cc1nc2nc(C)c(NS(=O)(=O)c3cccs3)c(=O)n2[nH]1 | 3.8 | 811
CCCOC(=O)CSc1nc(N2CCOCC2)c2c(c1C#N)CC(C)(C)OC2 | 24.8 | 712
CCc1n[nH]c(=S)n1/N=C/c1cccc2ccccc12 | 4.6 | 900
CCc1ccc(N(CC(=O)NC2CCCCC2)C(=O)CNC(=O)c2ccco2)cc1 | 15.2 | 567
O=C(CCN1C(=O)/C(=C/c2ccccc2Cl)SC1=S)N1CCOCC1 | -6.3 | 874

In another format: 7 of the compounds above
| Compound | Lipid droplet | Lipid droplet cells 6.5 µM |
| --- | --- | --- |
| CC1(C)Cc2ccccc2-c2[nH]c(=S)[nH]c(=O)c21 | 6.7 | 809 |
| Cc1nc2nc(C)c(NS(=O)(=O)c3cccs3)c(=O)n2[nH]1 | 3.8 | 811 |
| Cc1cccc(N2CC(C)Cn3c2nc2c3c(=O)[nH]c(=O)n2C)c1 (stereo not given) | -0.2 | 762 |
| COc1ccccc1C(=O)NCCC(=O)NCC(C)(C)N1CCOCC1 | -0.5 | 802 |
| COc1ccc(C(C(=O)NC2CCCC2)N(Cc2cccnc2)C(=O)Cc2cccs2)cc1OC (stereo not given) | -6.1 | 701 |
| C/C(=N\NC(=O)c1ccc2ccccc2c1)c1cccnc1 | 3.4 | 712 |
| O=C(COC(=O)c1c(Cl)cccc1Cl)NCC1CCCO1 (stereo not given) | -27.7 | 656 |

Continued.
SMILES | Lipid droplet | Lipid droplet cells 6.5 µM
CCOc1ccccc1NC(=O)C1COc2ccccc2O1 (stereo not given) | 1.1 | 822
COc1ccc(C(=O)NC(C)c2ccc(-n3ccnc3)cc2)c(OC)c1 (stereo not given) | -6.8 | 681
Cc1cc(NC(=O)c2cc(-c3ccccc3Cl)nc3ccccc23)no1 | 5.3 | 776
O=S(=O)(c1ccccc1)N1CCN(c2ncnc3scc(-c4ccccc4)c23)CC1 | -16.4 | 725
O=C(NCc1ccc2c(c1)OCO2)c1ccc(Br)o1 | -8.2 | 801
COc1ccc(CC2C(=O)OC(C)(C)OC2=O)c(Cl)c1OC | -21.3 | 404
O=C(N[C@@H](Cc1c[nH]c2ccccc12)C(=O)O)C1CCN(S(=O)(=O)c2cccs2)CC1 | -1.8 | 844
Cc1ccccc1C(=O)N1CCC(C(=O)N(C)CCOc2ccccc2)CC1 | -23.2 | 812
CN(c1ccc(Br)cc1)S(=O)(=O)c1ccc2[nH]cc(C(=O)NCCN3CCOCC3)c(=O)c2c1 | -10.8 | 687
CCOc1ccc(CCNC(=O)c2nnn(CC(=O)Nc3ccccc3C)c2N)cc1OCC | -4.1 | 751
COC(=O)c1ccccc1CC1SC(N)=NC1=O (stereo not given) | -21.0 | 740
O=C(c1ccc(N2CCOCC2)c([N+](=O)[O-])c1)N1CCCCC1 | 16.0 | 691
Cc1ccccc1NC(=O)c1cccc(N2C(=O)C3C4CC(C(Br)C4Br)C3C2=O)c1 (stereo not given) | -3.1 | 648
COc1ccccc1C1N=C(c2ccccc2C)NO1 (stereo not given) | -13.4 | 825
CCN1CCN(C(=O)NS(=O)(=O)c2ccc(C)cc2)CC1 | 6.2 | 826
CCCCc1nc2cc(C(=O)N3CCC(OC)CC3)ccc2o1 | 4.1 | 770
CC(=O)N1CCN(C(=O)c2ccc3c(c2)OCCO3)CC1 | -0.2 | 857
C=CCN1CCN(C(=O)CCCc2ccccc2)CC1 | -7.3 | 795
CCc1ccc(N(C(=O)c2snc(C(N)=O)c2N)C(C(=O)NCC2CCCO2)c2ccco2)cc1 (stereo not given) | -3.4 | 736
COc1ccc(C(C)=O)cc1CN(c1ccccc1OC)S(=O)(=O)c1cccs1 | -27.8 | 810
COc1ccccc1CCNC(=O)C1(C)CC1(Cl)Cl (stereo not given) | -5.2 | 711
Cc1ccc(C(=O)N2CCN(c3ncccn3)CC2)cc1NC1=NC2CS(=O)(=O)CC2S1 (stereo not given) | -1.0 | 707
O=C(Cc1ccccc1)Nc1ccc2[nH]ncc2c1 | 13.4 | 860
CC1CCCC(C)N1CCCNC(=O)CN1C(=O)c2cccnc2Oc2ccc(Cl)cc21 (stereo not given) | -5.0 | 803
COC(=O)c1ccc2nc(NC(=O)CCS(=O)(=O)c3ccccc3)sc2c1 | -1.8 | 756
COc1ccccc1Nc1nc(C)nc2c1oc1ccccc12 | -4.7 | 745
COc1cc2c(cc1OC)CN(Cc1ccccc1)CC2 | -8.8 | 787
Cc1ccc2c(c1)N(S(=O)(=O)c1ccc(CN3C(=O)c4cccnc4C3=O)cc1)CCO2 | -5.1 | 746
Cc1ccccc1-n1ncc2c1CC(C)(C)CC2NC(=O)c1snnc1C (stereo not given) | 3.4 | 729
COC(=O)c1ccccc1NC(=O)C1CCN(C(=O)N2CCOc3ccccc32)CC1 | -8.5 | 722
CCc1nn(CC(=O)NCCCN(C)Cc2ccccc2)c(=O)c2cc3sc(C)cc3n12 | -9.9 | 643
COc1cc(NC(=O)CCN2CCOCC2)cc(OC)c1 | 16.7 | 835
CCOc1ccc2nc(SCC(=O)NCc3ccc(S(N)(=O)=O)cc3)sc2c1 | -25.4 | 764
Cc1ccc(N2CCN(S(=O)(=O)c3ccc4oc(=O)ccc4c3)CC2)c(C)c1 | -19.6 | 800
CCc1nnc(NC(=O)CCC(=O)NCCc2ccccc2)s1 | 8.1 | 761
N#Cc1ccc(C(=O)NCCCSc2ccccc2)cc1 | -3.9 | 816
COc1ccc(-c2cc(C(=O)Nc3c(F)cc(F)cc3Br)no2)cc1 | -13.2 | 780
Cn1cnnc1SCC(=O)Nc1ccc(Cl)cc1 | 14.2 | 822

Screens from PubChem BioAssay.
